Bioassay records deposited in PubChem by several laboratories.
OPRM1-OPRD1 ag: agonists of OPRM1-OPRD1 heterodimerization, primary screen, cell-based, luminescence. Mu-type opioid receptor (Homo sapiens) + Delta-type opioid receptor (Homo sapiens), …. cells. activation, % at 9.3 µM. hit rate 0.3% among 340,000. AID 504326, 2011; in the data active = activation above about 18%;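 note: 0% = vehicle-treated cells and 100% = reference agonist; values of inactives mirror those of a sister screen read the other way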
Target sequence (P35372 whole entry, looked up): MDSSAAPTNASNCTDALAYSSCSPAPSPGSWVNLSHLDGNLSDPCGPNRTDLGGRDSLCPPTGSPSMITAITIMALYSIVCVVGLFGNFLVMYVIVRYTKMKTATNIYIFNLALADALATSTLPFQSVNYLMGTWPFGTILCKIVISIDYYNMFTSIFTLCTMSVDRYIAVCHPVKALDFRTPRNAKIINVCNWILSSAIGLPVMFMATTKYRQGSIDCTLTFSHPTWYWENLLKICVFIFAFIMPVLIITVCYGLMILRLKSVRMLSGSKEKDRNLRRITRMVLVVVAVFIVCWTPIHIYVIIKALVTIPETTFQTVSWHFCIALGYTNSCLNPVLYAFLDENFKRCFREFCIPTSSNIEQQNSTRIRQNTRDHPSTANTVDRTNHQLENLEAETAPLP
Target sequence (P41143 whole entry, looked up): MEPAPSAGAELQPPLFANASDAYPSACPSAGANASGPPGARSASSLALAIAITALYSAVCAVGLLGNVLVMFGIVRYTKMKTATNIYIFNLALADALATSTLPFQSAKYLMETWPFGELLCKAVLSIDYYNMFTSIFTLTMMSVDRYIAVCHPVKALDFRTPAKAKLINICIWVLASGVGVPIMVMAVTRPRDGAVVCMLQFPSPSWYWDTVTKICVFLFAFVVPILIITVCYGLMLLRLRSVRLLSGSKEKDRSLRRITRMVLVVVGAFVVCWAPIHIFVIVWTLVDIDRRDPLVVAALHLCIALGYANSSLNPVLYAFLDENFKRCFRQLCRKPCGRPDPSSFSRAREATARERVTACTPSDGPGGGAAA
RTF Ca sens act: cardiac RTF calcium sensitivity activators, primary screen, biochemical, IANBD-TnC fluorescence, EC20 calcium; Troponin I, cardiac muscle (Homo sapiens) + Troponin T, cardiac muscle (Homo sapiens) + …; IANBD-labeled TnC RTF fluorescence at EC20 calcium; 0% EC20 calcium, 100% full calcium; activation, % at 7.2 µM; hit rate 0.24% among 340,000; AID 493008, 2010;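 active = activation above the mean over all tested compounds plus 3 SD, cut at about 30% in these data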;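 note: rise in fluorescence read as greater calcium sensitivity of cardiac thin filaments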
RTF Ca sens inh: cardiac RTF calcium sensitivity inhibitors, primary screen, biochemical, IANBD-TnC fluorescence, EC70 calcium. inhibition, % at 7.15 µM. IANBD-labeled cardiac RTF, Ca2+ fluorescence. hit rate 0.12% among 340,000. Troponin I, cardiac muscle (Homo sapiens) + Troponin T, cardiac muscle (Homo sapiens) + …. AID 493244, 2011;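 active = inhibition above the mean inhibition of all tested compounds plus 3 SD, cut at about 17% in these data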;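 note: assay run at fixed EC70 calcium of 1.6 mM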
CAL PDZ FP: untagged CAL PDZ binding inhibitors, primary screen, biochemical, fluorescence polarization, HTS; Golgi-associated PDZ and coiled-coil motif-containing protein (Homo sapiens), Q9HD26; purified CAL PDZ, TMR-peptide fluorescence polarization, 1 h; inhibition, % at 24.9 µM; hit rate 0.92% among 300,000; AID 602252, 2012;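 active = mean inhibition of at least 30% with at least half of replicates also reaching 30%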;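 note: 0% = DMSO neutral control and 100% = excess unlabeled competitor peptide PRC23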
HTR5A ag: HTR5A agonists in luminescence cell assay, primary screen, counter-screen for OPRM1-OPRD1 heterodimer agonist project, full-deck HTS | 5-hydroxytryptamine receptor 5A (Homo sapiens), P47898 | cell-based | activation, % at 9.3 µM | hit rate 0.61% among 340,000; in the data active = activation mostly above about 9.5%, no sharp cut-off; inactive = mostly below about 7.6%;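 note: 0% = cells with vehicle only and 100% = reference agonist; strong numbers were not always called active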
HTR5A inv ctr: HTR5A inverse agonists in luminescence cell assay, primary screen, counter-screen for OPRM1-OPRD1 heterodimer inverse agonist project, full-deck HTS; 5-hydroxytryptamine receptor 5A (Homo sapiens), P47898; HTR5A cell line, inverse agonism; inhibition, % at 9.3 µM; hit rate 0.083% among 340,000; in the data active = inhibition mostly above about 23%, no sharp cut-off; inactive = mostly below about 18%;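 note: 0% = cells with DMSO and 100% = no-cell wells with DMSO; some compounds called inactive have numbers as strong as hits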
Keap1-Nrf2 PPI: Keap1-Nrf2 protein-protein interaction inhibitors, primary screen, biochemical, fluorescence polarization, single point. AID 504523, 2011. Keap1 Kelch-Nrf2 peptide fluorescence polarization, 1536-well. hit rate 0.15% among 340,000. inhibition, % at 9.4 µM. Kelch-like ECH-associated protein 1 (Homo sapiens), Q14145; in the data active = inhibition above about 12%;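 note: human Keap1 Kelch domain with fluorescein labeled Nrf2 9mer peptide probe; 0% = neutral control wells and 100% = peptide positive control; higher means more block of Keap1 binding to Nrf2 peptide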
C-LANA FP: inhibitors of KSHV C-LANA binding to DNA, primary screen, biochemical, fluorescence polarization, FAM-LBS DNA, MBP-C-LANA, single point; AID 504423, 2011; Kaposi's sarcoma herpesvirus LANA C-terminal domain (residues 932-1162) DNA binding; inhibition, % at 9 µM; hit rate 0.078% among 340,000;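 active = highest replicate inhibition at or above 60% at 9 µM, even if other replicates fall short; inactive = all replicates below 60% inhibition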;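 note: 0% = neutral control wells and 100% = 4 µM acridine orange control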
MOR-DOR inv ag: inverse agonists of MOR-DOR heterodimerization, primary screen, cell-based, luminescence; Mu-type opioid receptor (Homo sapiens) + Delta-type opioid receptor (Homo sapiens), …; cell-based MOR-DOR heterodimer luminescence, inverse agonism; inhibition, % at 9.3 µM; hit rate 0.21% among 340,000; in the data active = inhibition above about 22%, passing the limit was not always enough;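 note: 0% = cells with DMSO and 100% = wells without cells with DMSO; values of inactives mirror those of a sister screen read the other way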
V-ATPase pHluor: regulators of yeast V-ATPase proton pumping, primary screen, pHLuorin cytosolic pH fluorescence; S. cerevisiae; response, % at 10 µM; hit rate 0.37% among 350,000; AID 504577, 2011; in the data active = response mostly above about 7.3%, no sharp cut-off; inactive = mostly below about 5.4%; note: actives read high; inactives centre near 0; some compounds called inactive have numbers as strong as hits; reference of the scale not given here
An asterisk follows results filed as active; . = not tested or not shown.

SMILES	OPRM1-OPRD1 ag	RTF Ca sens act	RTF Ca sens inh	CAL PDZ FP	HTR5A ag	HTR5A inv ctr	Keap1-Nrf2 PPI	C-LANA FP	MOR-DOR inv ag	V-ATPase pHluor
Cc1[nH]c2ccccc2c1/C=N/Nc1ccc([N+](=O)[O-])cc1S(=O)(=O)Nc1ccc(Cl)cc1	-1.1	8	-5	.	-3	9	0	1.5	6	-2
Cc1cc(C)c(S(=O)(=O)Nc2cccc(-n3cnnn3)c2)c(C)c1	-1.8	-2	3	-2	1	9	2	1.6	9	2
COc1ccc(NC(=O)N2CCCc3cc(C)ccc32)c(OC)c1	1.8	7	-8	2	8	-19	-4	0.1	-7	5
O=C(NCC(=O)N1CCN(c2ccccc2F)CC1)c1ccco1	-2.5	5	-7	71*	0	0	-5	-1.6	14	0
CCOC(=O)c1nnn(-c2nc(OC)nc(N(C)C)n2)c1-c1ccccc1	0.2	1	-3	15	-1	-8	4	-0.2	-1	0
NC(=O)c1ccc(-c2ccccc2F)cc1	-1.8	1	3	0	2	-6	3	0.6	9	0
CN(C)CCNC(=O)Cn1c(=O)c2cccn2c2ccc(F)cc21	-2.4	5	-4	-4	4	-16	0	-1.6	11	-4
CN1/C(=C/C(=O)C2CCC2)Sc2ccccc21	-0.7	4	-8	-1	-1	5	0	1.2	4	1
CCOCCCNC(=S)N1CCN(Cc2ccco2)CC1	-2.0	-4	-8	.	3	-7	0	-0.7	10	2
CC1CN(C(=O)c2ccc(S(=O)(=O)Nc3ccccc3Cl)cc2)CC(C)O1 (configuration not stated)	-0.1	2	-11	0	1	19	3	1.3	0	-1
CCCCOC(=O)C1CN(c2ccccc2)N=C1C(=O)OCC (configuration not stated)	3.0	-3	1	2	0	-9	1	-0.2	-19	-3
C#CCNC(=O)C1=C[C@H](C(C)(C)C)C[C@H](OCCCCO)O1	0.8	6	-3	4	5	-13	-3	-1.9	-5	16*
CCOc1ccccc1N(CC(=O)Nc1cccnc1)S(=O)(=O)c1ccc(C)cc1	4.7	-5	-1	-9	-2	10	-1	-0.1	-25	9.9*
COc1ccc(-n2c(-c3ccccc3)cc3c2CCCC3=O)cc1	0.9	1	-4	.	2	-2	0	1.2	-5	2
NS(=O)(=O)c1ccc(-n2nncc2-c2ccco2)cc1	-1.1	1	-5	-2	0	0	-3	-0.2	7	-2
Cc1cccc(N(Cc2ccccc2)C(=O)c2cc(S(=O)(=O)N3CCOCC3)ccc2Cl)c1	-0.1	4	-11	.	1	-4	-4	-1.3	0	-1
CN(C(=O)c1ccc(-c2nn(C)c(=O)c3ccccc23)cc1)c1ccccc1	-3.6	-1	-3	-4	2	-6	2	-0.4	18	-4
Cc1c(/C=C(\C#N)C(=O)NCc2ccccc2)cc(C#N)n1C	1.2	-9	-2	-5	1	-3	4	0.2	-10	6
COc1ccc(OCCNC(=O)CCCO)cc1	-0.9	1	-11	-5	2	-7	6	0.0	4	2
O=C(Cc1ccc(S(=O)(=O)N2CCOCC2)s1)NCC1CCCCC1	-2.0	4	-1	6	-5	7	-2	1.9	11	3
CC(=O)Nc1ccc(NC(=O)C(C)OC(=O)CCN=C2NS(=O)(=O)c3ccccc32)cc1 (configuration not stated)	-2.1	0	-3	-3	4	17	-2	-1.1	11	5
Cn1cccc1C(=O)NC(=O)CSc1nc2ccccc2s1	0.3	10	-10	-1	-2	-9	0	0.9	-2	-3
N/C(=N\OC(=O)/C=C/c1ccccc1)c1ccc(Cl)cc1	.	.	.	1	.	.	-1	0.0	.	-5
O=C(CN1C(=O)c2ccccc2C1=O)Nc1ccc(S(=O)(=O)N2CCOCC2)cc1	-1.8	2	8	-2	5	-8	0	-1.1	9	-1
C/C(N)=C(/C#N)C(=O)COC(=O)c1ccncc1	-2.3	6	-10	-1	-1	11	-1	1.1	12	-3
O=C(N/N=C/c1cccc(OCc2ccccc2)c1)c1cccs1	5.3	-3	-12	0	-3	-15	-5	-0.6	-27	3
CCNc1nc(N)nc(Oc2ccc(OCc3ccccc3)nn2)n1	-1.3	-1	0	-1	0	-9	1	-0.3	7	-3
Cc1nnc(NC(=O)C(C)Sc2nnc(CCNC(=O)c3ccccc3F)n2C)s1 (configuration not stated)	-3.3	-1	-6	-3	-3	8	-4	2.6	18	1
COCCN1CN=C(Nc2nc3ccccc3s2)NC1	-2.6	2	-5	.	0	-3	1	-0.9	12	0
CCN(c1ccccc1)S(=O)(=O)c1ccc(OC)c(NC(=O)Cc2ccccc2OC)c1	-2.3	3	6	-1	-1	2	0	-1.1	9	2
CC(=O)c1ccccn1	-1.0	7	-3	-4	-3	11	1	0.1	5	-1
O=C(c1ccc(Cl)c(S(=O)(=O)N2CCOCC2)c1)N1CCN(Cc2ccccc2)CC1	-1.4	6	-12	-2	3	7	2	-0.7	8	4
Cc1cc(C)cc(N2C(N)=NC(N)=NC2c2cccc(Cl)c2)c1 (configuration not stated)	-2.6	1	4	-7	0	0	-4	-0.6	12	1
c1cn2c(NC3CCCCC3)c(-c3ccc(SC4CCCCC4)cc3)nc2cn1	0.5	4	1	3	2	3	-11	-1.4	-2	3
CCOc1ccc(NC(=O)C/C(C)=N/NC(=O)Cc2cccs2)cc1	1.7	-3	10	-5	-7	-8	4	-2.6	-14	-2
O=C(COc1ccccc1F)Nc1nnc(-c2ccncc2)s1	1.1	0	-3	-3	-4	11	0	0.8	-6	1
Cc1ccccc1OCCC(=O)OCC(=O)NC(C)c1ccccc1 (configuration not stated)	-1.1	1	-24	-4	-2	6	-2	0.7	7	-1
CC(CN1CCC(n2nccc2NC(=O)c2ccccc2Cl)CC1)c1ccccc1 (configuration not stated)	-0.7	5	-6	.	-3	5	2	5.0	4	2
CCOC(=O)/C(=C/C=C/c1ccccc1)NC(=O)c1ccccc1	-1.2	6	-3	-5	-1	9	-4	-0.7	9	.
CCOC(=O)C1=NN(c2cccc(Cl)c2)C2=NC(C)=C(C(=O)OC)C(c3cccs3)N12 (configuration not stated)	0.2	-4	3	-3	1	-3	-3	-0.1	-1	-1
S=c1[nH]nc(C2(c3ccccc3)CCCC2)o1	-2.7	-1	-5	3	-1	-24	5	0.2	14	-4
O=C(O)C1CC=CCC1C(=O)NCCc1cccc(Cl)c1 (configuration not stated)	-0.1	8	-2	0	13*	-19	-5	-1.0	0	4
O=C(Nc1cccc(Br)c1)c1ccc(Cl)c(S(=O)(=O)N2CCOCC2)c1	1.9	2	-3	-1	0	6	-3	-0.3	-11	1
CSCCC(NC(=O)c1ccccc1Cl)C(=O)N1CCN(C(C)=O)CC1 (configuration not stated)	-5.2	-1	-8	-1	5	-13	-2	0.1	21	0
CCC(=O)Nc1c(-c2ccccc2Cl)c(=O)c2ccccc2n1C	-3.0	-1	-3	4	2	-7	-7	-2.0	14	4
O=S(=O)(NCc1ccco1)c1ccc2c(c1)Cc1ccccc1-2	3.8	1	-3	.	5	-21	-5	-0.8	-19	-3
COc1ccc(/C=C(\C#N)C(=O)OCC(=O)NC2CC2)cc1	-1.6	-7	-1	0	-6	16	-7	0.9	9	1
CC(=O)Nc1ccc(NC(=O)C(C)OC(=O)/C=C/c2cccs2)cc1 (configuration not stated)	-3.1	-4	-14	1	0	34	-3	-0.1	15	0
CCc1ccc(NC(=O)C2CCN(S(=O)(=O)c3c(C)noc3/C=C/N(C)C)CC2)cc1	-1.5	-4	-8	.	0	-15	-12	0.4	7	-5
CCOC(=O)CCc1c(C)nc2cc(-c3ccc(Cl)cc3)[nH]n2c1=O	1.3	5	-7	1	3	-18	-5	2.6	-7	-3
CC1CN(C2CCN(S(=O)(=O)Cc3ccccc3)CC2)CC(C)O1 (configuration not stated)	-1.6	2	-10	-8	0	11	-1	0.1	8	1
CCN(CC(=O)NCc1cccs1)C(=O)c1ccc(-c2ccc(F)cc2)o1	-1.2	9	-15	.	-5	3	-24	0.6	5	-1
COC(=O)N/N=C(C)/C=C/c1ccccc1	-1.4	-1	3	-1	-7	15	-1	1.1	7	3
COc1ccc(CN2CCC(C(=O)c3ccc(Cl)cc3)CC2)cc1	0.1	-2	-5	1	4	-12	-7	0.6	0	-1
COc1ccc(C(=O)Nc2cccnc2)cc1S(=O)(=O)N1CCOCC1	0.1	3	-7	-1	16*	-43	-1	-2.1	0	6
N#C/C(=C\c1c(N2CCCCCC2)nc2ccccn2c1=O)C(N)=O	-3.2	-6	1	6	1	-4	4	0.5	15	-1
CC(C)(C)c1ccc(-c2noc(-c3ccc4c(c3)CCO4)n2)cc1	1.1	0	-1	.	-6	-35	1	0.4	-6	1
CCN(CC)c1ccc2c(C)cc(=O)oc2c1	-2.4	4	4	0	0	1	-3	-2.3	13	1
CCCc1nc2ccccc2c(=O)n1CC(=O)c1ccccc1	-1.1	-2	2	1	3	20	-4	-2.6	7	1
O=C(c1ccccn1)N1CCN(C(=O)c2ccccn2)CC1	-2.9	-3	1	.	-3	-10	3	1.5	13	-1
(list continues)
SMILES	OPRM1-OPRD1 ag	RTF Ca sens act	RTF Ca sens inh	CAL PDZ FP	HTR5A ag	HTR5A inv ctr	Keap1-Nrf2 PPI	C-LANA FP	MOR-DOR inv ag	V-ATPase pHluor
Cc1ccc(S(=O)(=O)N2CCN(C(=O)Cc3ccsc3)CC2)c(C)c1	-4.5	-5	1	-4	2	-6	6	-0.1	23	-1
O=C(NNC(=S)NCc1ccc(Cl)cc1)c1ccc2c(c1)OCO2	-3.5	-6	0	-5	-6	1	2	1.2	18	0
CCc1cccc(C)c1NC(=O)CO/N=C(\N)CC(=O)NC1CCCCC1	-1.7	8	-6	5	1	-2	-9	-1.1	9	0
COc1cc(C(F)(F)F)nc2ccc(C#CCOC(=O)Nc3ccccc3)cc12	-1.6	4	-2	.	-1	-15	3	-0.3	8	-3
Cc1ncoc1C(=O)N1CCCC(C(=O)Nc2cccc(-c3ccc(F)cc3)c2)C1 (configuration not stated)	1.1	-4	-9	0	0	14	-3	-0.3	-5	2
CCN(CC)CCNC(=O)C1CCN(S(=O)(=O)N2CCCCC2)CC1	-1.1	5	3	-1	-5	-13	-5	-0.4	6	1
O=C(Nc1ncc(Cc2ccc(C(F)(F)F)cc2)s1)c1ccc(-c2cccc([N+](=O)[O-])c2)o1	0.4	3	13	2	3	8	1	-1.7	-2	3
